Compound activity (PubChem)
Mcl1-Bid inh – Mcl-1/Bid interaction inhibition; Q07820; TR-FRET Mcl-1/Bid-Dy647 peptide binding, 1536-well; inhibition, % at 21.7 µM; 220,000 tested, 0.97% active;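 active means compounds that cut the binding signal by more than half at the single screening dose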;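 further: His-tagged Mcl-1 with europium anti-His antibody binding Bid BH3 peptide; 0% = Mcl-1 plus peptide wells and 100% = peptide-only wells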
Target sequence (Q07820 whole entry, looked up): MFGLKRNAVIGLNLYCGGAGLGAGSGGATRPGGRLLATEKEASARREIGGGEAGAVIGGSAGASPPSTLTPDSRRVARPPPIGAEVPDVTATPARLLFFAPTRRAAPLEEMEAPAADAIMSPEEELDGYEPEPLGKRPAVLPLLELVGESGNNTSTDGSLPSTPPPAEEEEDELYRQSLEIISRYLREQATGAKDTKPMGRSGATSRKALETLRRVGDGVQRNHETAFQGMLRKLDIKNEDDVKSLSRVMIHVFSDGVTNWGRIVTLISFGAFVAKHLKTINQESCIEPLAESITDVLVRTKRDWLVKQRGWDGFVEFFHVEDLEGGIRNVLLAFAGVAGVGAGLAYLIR
Bim-Mcl-1 – disrupts Bim peptide binding to human Mcl-1; inhibition, % at 10 µM; 190,000 tested, 0.1% active; AID 1009; Q07820; Bead-based flow cytometry, Bim peptide-Mcl-1 binding; in the data active means inhibition above about 40%;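 further: 0% = no compound tracer wells and 100% = peptide blocker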
RGS4-Gao reg – human RGS4-Galphao interaction regulation; P09471; Multiplexed bead flow cytometry, RGS4-Galphao binding; actives lie on both sides; binding response (% of control), % at 10 µM; 220,000 tested, 0.33% active; AID 1415; in the data active means binding response below about 49% or above about 150%; inactive means in between;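 further: fluorescent Galphao activated with aluminum fluoride binding bead-coupled RGS4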
ABCB1 block – human ABCB1 inhibition, ABCG2 as counter-screen. CCRF-Adr cells, JC-1 efflux, flow cytometry. inhibition, % at 6.6 µM. 190,000 tested, 0.067% active. P08183; in the data active means inhibition above about 40%;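 further: 0% = vehicle and 100% = reference inhibitor; higher value means more JC-1 retained so stronger ABCB1 efflux block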
Mcl1 Noxa PPI – Mcl-1/Noxa interaction inhibition. Q07820. inhibition, % at 21.7 µM. 220,000 tested, 1.5% active. TR-FRET Mcl-1/Noxa peptide binding, 2 h;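 active means compounds that cut the protein-peptide binding signal by more than 50% relative to plate controls in a single-dose test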;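 further: His-tagged Mcl-1 with rhodamine Noxa BH3 peptide and terbium anti-His antibody; 0% = Mcl-1 plus Noxa peptide wells and 100% = peptide-only wells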
Avidin fluor – avidin bead compound fluorescence profile | Avidin beads, compound fluorescence 488/530 nm, flow cytometry; active compounds read high | fluorescence (KMESF) at 10 µM | 220,000 tested, 0.38% active | AID 1775; in the data active means fluorescence above about 47; further: inactives centre near 10
ABCG2 inh – inhibitors of human ABCG2 transporter, ABCB1 counter-screen; Q9UNQ0; inhibition, % at 6.6 µM; AID 1325; IgMXP3 cells, JC-1 efflux, flow cytometry; 190,000 tested, 0.1% active;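 active means inhibition above 80%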;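 further: 0% = DMSO and 100% = nicardipine control wells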
Target sequence (Q9UNQ0 whole entry, looked up): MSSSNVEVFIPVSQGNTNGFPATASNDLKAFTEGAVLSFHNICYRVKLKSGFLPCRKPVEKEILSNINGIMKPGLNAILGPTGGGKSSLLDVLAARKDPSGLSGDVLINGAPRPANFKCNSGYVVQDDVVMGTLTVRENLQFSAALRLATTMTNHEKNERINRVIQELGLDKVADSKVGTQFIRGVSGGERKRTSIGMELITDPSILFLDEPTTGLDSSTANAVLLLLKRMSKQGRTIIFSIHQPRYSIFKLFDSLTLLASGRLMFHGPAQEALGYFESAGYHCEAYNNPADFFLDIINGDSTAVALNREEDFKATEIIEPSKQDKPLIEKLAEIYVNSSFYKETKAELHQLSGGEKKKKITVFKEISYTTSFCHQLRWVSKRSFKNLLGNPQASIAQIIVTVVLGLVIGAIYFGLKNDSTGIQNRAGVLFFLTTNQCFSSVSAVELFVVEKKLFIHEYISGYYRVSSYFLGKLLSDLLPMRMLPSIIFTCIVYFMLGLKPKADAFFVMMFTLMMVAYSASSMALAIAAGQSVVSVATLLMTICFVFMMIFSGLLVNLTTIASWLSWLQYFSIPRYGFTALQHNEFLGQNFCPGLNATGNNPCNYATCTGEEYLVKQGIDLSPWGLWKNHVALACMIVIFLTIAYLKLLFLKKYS
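Test system: IgMXP3 (ABCG2) plus far-red-tagged CCRF-Adr (ABCB1) cells. Reagent: JC-1 dye as substrate. Timing: 10 min exposure at 25 °C with rotation, no wash. Measured by: flow cytometric JC-1 green MFI at 530 nm. Read-out: percent efflux inhibition, scaled nicardipine 100% to DMSO 0%. Control set: nicardipine and DMSO wells.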
Pf gametocyte – P. falciparum stage V gametocyte viability inhibition; P. falciparum stage V gametocytes, ATP luminescence, 24 h; inhibition, % at 10.9 µM; 150,000 tested, 0.065% active;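 active means inhibition above the mean plus 3 SD of compounds within the control limits, set per campaign, cut at about 38% in these data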;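 further: 0% = DMSO wells and 100% = medium only without gametocytes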
RGS7-Gao – regulators of human RGS7-Galphao interaction; Multiplexed bead flow cytometry, RGS7-Galphao binding; actives lie on both sides; 220,000 tested, 0.35% active; P09471; binding response (% of control), % at 10 µM; AID 1439; in the data active means binding response below about 49% or above about 150%; inconclusive means no clear call, values can overlap the other calls; inactive means in between;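 further: fluorescent Galphao held in activated GDP-AlF4 state binding bead-coupled RGS7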
GSH fluor – compound fluoresces at 488/530 nm on GSH beads | fluorescence (KMESF) at 10 µM | 190,000 tested, 0.25% active | GSH beads flow cytometry, compound fluorescence 488/530 nm; active compounds read high | AID 1776; in the data active means fluorescence above about 89;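 further: glutathione beads carrying GST-tagged Bcl family fusion proteins plus one bare bead set; values are compound well signal with DMSO vehicle wells as background; inactives centre near 16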
RGS8-Gao reg – human RGS8-Galphao interaction regulation; P09471; multiplexed bead flow cytometry, RGS8-Galphao binding; actives lie on both sides; 220,000 tested, 0.34% active; response (percent of control binding), % at 10 µM; in the data active means response below about 60% or above about 140%; inactive means in between;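 further: Galphao activated as the GDP aluminium fluoride complex binding bead-coupled RGS8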
Active calls of the source: *; ? = inconclusive; . = not tested or not shown.

SMILES,Mcl1-Bid inh,Bim-Mcl-1,RGS4-Gao reg,ABCB1 block,Mcl1 Noxa PPI,Avidin fluor,ABCG2 inh,Pf gametocyte,RGS7-Gao,GSH fluor,RGS8-Gao reg
Cc1c(N(C)C(=O)C2CCCN2S(=O)(=O)c2ccccc2)c(=O)n(-c2ccccc2)n1C (stereo unspecified),-2,0,98,0.3,13,10,4,2,99,40,97
CCOc1ccc(NC(=S)NC(C)C(c2ccccc2)N2CCN(C)CC2)cc1 (stereo unspecified),-37,1,90,0.7,25,6,3,-7,93,11,95
COc1ccc(C2=NC(=O)/C(=C\c3cc(OC)c(OC)c(OC)c3)O2)cc1,54*,-7,88,0.0,32,14,0,3,87,10,94
CCN(C(=O)COC(=O)c1cc(-c2ccc3cc(OC)ccc3c2)nc2ccccc12)C1CCS(=O)(=O)C1 (stereo unspecified),-31,-2,102,0.5,-57,12,-1,.,100,3,102
CCc1ccccc1NC(=O)Cc1ccc(-n2cccc2)cc1,-36,-6,95,0.5,22,7,12,-28,99,13,96
S=C(Nc1cccc(Cl)c1)Nc1ccc2cn[nH]c2c1,-19,-4,99,-0.8,21,3,-7,0,95,9,93
CC(=O)C1=C(O)C(=O)N(Cc2ccco2)C1c1cccc(F)c1 (stereo unspecified),-14,-2,102,0.1,8,23,1,8,104,9,104
CC(Sc1nc(-c2ccccc2)cc(C(F)(F)F)n1)C(=O)Nc1sc2c(c1C(N)=O)CCC2 (stereo unspecified),-12,-1,96,2.0,4,10,2,-2,106,7,104
COc1ccccc1-n1cn[nH]c1=S,-143,.,99,.,10,12,.,3,?,.,102
Cc1ccc2c(c1)N(CC(=O)N1CCc3ccccc3C1)C(=O)CO2,-13,-7,87,0.3,7,2,0,-9,94,38,87
CC1CCc2cc(F)ccc2N1C(=O)C1(C)CC1(Cl)Cl (stereo unspecified),-5,0,98,1.6,4,14,5,.,99,20,100
CC(NC(=O)CCn1nc(-c2ccc(Cl)cc2)ccc1=O)c1ccccc1 (stereo unspecified),-24,3,100,1.4,-1,10,19,-4,104,19,100
Cc1cc(O)c(C(=O)Cc2csc(C)n2)c(O)c1,-26,-2,108,0.0,10,23,0,-9,107,10,106
O=C(/C=C/c1cccs1)c1ccc(Br)cc1,.,4,101,-0.3,.,11,0,.,99,33,100
COc1ccc(-n2nc(C)c3onc(C)c3c2=O)cc1,-14,.,92,.,-30,5,.,9,?,.,97
Cc1cc(C)c2nc(N3CCCN(C(=O)c4cnccn4)CC3)c(C#N)cc2c1,3,-1,98,0.1,3,23,3,-13,96,25,98
Clc1ccc(SCNc2ccccc2Cl)cc1,-28,.,96,.,-7,9,.,.,?,.,94
O=C(CNc1ccc(F)cc1)N/N=C1\CCc2ccccc21,-72,0,102,-0.2,7,11,-1,14,?,14,102
COc1cccc(OC)c1C(=O)N1CCN(c2ccccn2)CC1,95*,1,102,0.8,35,14,2,1,104,30,102
O=C(COC(=O)c1cccnc1Cl)NCCC1=CCCCC1,-13,0,99,0.7,6,10,12,-1,102,13,100
CC(C)c1ccc(NC(=O)c2cccc(Br)c2)cc1,7,-1,102,0.6,-4,6,4,.,105,11,94
CCC(C)NS(=O)(=O)c1ccc(-c2csnn2)s1 (stereo unspecified),-6,-2,102,0.2,-5,5,1,-13,100,34,103
O=C(CNC(=O)c1ccc(Br)o1)OCC(=O)c1cccc([N+](=O)[O-])c1,-10,0,103,0.2,13,11,0,20,98,26,102
COc1c(C)cc(C(=O)C2CCCN(Cc3cccc4nccnc34)C2)cc1C (stereo unspecified),-70,1,115,2.0,5,7,3,25,117,13,115
Cn1c(N)c(C(=O)COC(=O)c2cc(C(F)(F)F)nc3ccccc23)c(=O)n(Cc2ccccc2)c1=O,2,-2,109,0.0,10,23,40,.,104,18,102
O=C(Oc1cccc2cccnc12)c1cccc(-n2cnnn2)c1,-15,-3,99,0.5,-3,4,1,-5,96,17,91
N#CC1=C(N)C2=CCCC[C@H]2[C@H](c2ccc(Br)cc2)C1(C#N)C#N,-31,-1,101,0.8,15,16,3,.,99,17,100
NCCCNc1ccc([N+](=O)[O-])cc1C(F)(F)F,-21,-4,99,0.3,-35,13,2,-32,99,12,99
COc1ccc(-n2nnnc2SCc2nc(N)nc(N3CCOCC3)n2)cc1,-18,-1,101,3.1,30,14,56,.,104,25,103
S=C(NCC1CCCO1)Nc1ccc(Cl)cc1Cl (stereo unspecified),7,-4,99,0.1,12,12,2,20,105,15,101
CC(C)(C)OC(=O)NCCC(=O)Oc1ccc2ccc(=O)oc2c1,-20,-3,106,0.3,10,40,1,.,104,13,105
COC(=O)C1=CN(c2ccc(OC)cc2)C=C(C(=O)OC)C1c1ccc(C)c([N+](=O)[O-])c1,-2,-3,102,19,-1,12,14,1,101,20,101
CN1CCN(S(=O)(=O)c2ccc(NC(=O)COc3ccccc3Cl)cc2)CC1,-20,-2,96,-0.3,-7,12,0,3,93,11,98
CCOC(=O)N1CCC(N2CCN(S(=O)(=O)c3ccc(NC(C)=O)cc3)CC2)CC1,19,0,102,0.4,14,9,1,-10,104,11,102
Cc1cc(=O)[nH]c(N/N=C/C(C)c2ccccc2)n1 (stereo unspecified),-15,.,98,.,-11,12,.,-12,?,.,100
CC(C)(C)OC(=O)N1CCC[C@H]1c1nnc(SCc2ccc(Cl)cc2Cl)o1,7,-1,96,1.4,-4,14,3,21,95,17,94
Cn1ccnc1SCC(=O)Nc1sccc1C#N,-39,0,87,0.1,37,5,1,-2,90,5,96
COc1cc(NC(=O)c2ccco2)c(OC)cc1NC(=O)Nc1cccc(Cl)c1,-10,-1,102,-1.1,40,10,-3,2,102,7,102
COC(=O)c1ccccc1NC(=O)CSCC(=O)Nc1ccccc1,-15,0,99,0.5,31,8,7,19,98,17,101
COc1cccc(C2c3c(oc4ccccc4c3=O)C(=O)N2c2ccccn2)c1 (stereo unspecified),-11,0,101,1.1,2,6,2,.,100,26,100
COc1cccc(/C=C/C(=O)NCCc2ccc3c(c2)OCCO3)c1,-47,-4,96,-0.1,14,7,9,-13,99,11,98
Fc1ccc(-n2nnc(-c3cnc4ccccc4c3)n2)cc1,4,-4,99,0.8,12,6,4,15,98,19,101
Cc1ccccc1NC(=O)NCCc1ccc(Cl)cc1,3,0,104,-0.4,13,12,10,13,106,13,105
C/C(=N\OCc1nc2ccccc2c(=O)n1/N=C/c1cc(C)cc([N+](=O)[O-])c1O)c1ccccc1,-194,.,101,.,2,9,.,-5,?,.,99
O=C1C(=Nc2cccc(Cl)c2)CC(c2ccc(Cl)cc2)N1c1cccc(Cl)c1 (stereo unspecified),-20,.,103,.,-17,4,.,.,?,.,113
O=C(Cc1ccc(F)cc1)Nc1nnc(SCC(=O)N2CCCCC2)s1,-32,-1,101,-0.1,8,6,1,4,95,11,98
CNC(=O)c1c(C)[nH]c(=S)c(C#N)c1-c1ccco1,-24,.,91,.,9,6,.,-27,?,.,94
CC1(C)C=C(c2ccc(O)cc2)CC(C)(C)N1,-9,0,105,0.6,-8,11,2,.,103,37,103
CCOC(=O)c1ccc(N2C(=O)CC(N3CCN(C(=O)c4ccco4)CC3)C2=O)cc1 (stereo unspecified),-36,-4,95,0.4,-6,3,1,.,92,23,92
COc1ccc(OCC(=O)N/N=C(\C)c2ccc(-n3ccnc3)cc2)cc1,-19,-1,95,1.0,-4,12,11,-6,95,13,98

As a short view, some entries already given:
SMILES,Mcl1-Bid inh,Bim-Mcl-1,RGS4-Gao reg,ABCB1 block,Mcl1 Noxa PPI,Avidin fluor,ABCG2 inh,Pf gametocyte,RGS7-Gao,GSH fluor,RGS8-Gao reg
CCOC(=O)c1ccc(N2C(=O)CC(N3CCN(C(=O)c4ccco4)CC3)C2=O)cc1 (stereo unspecified),-36,-4,95,0.4,-6,3,1,.,92,23,92
COc1ccc(OCC(=O)N/N=C(\C)c2ccc(-n3ccnc3)cc2)cc1,-19,-1,95,1.0,-4,12,11,-6,95,13,98

Other structures:
SMILES,Mcl1-Bid inh,Bim-Mcl-1,RGS4-Gao reg,ABCB1 block,Mcl1 Noxa PPI,Avidin fluor,ABCG2 inh,Pf gametocyte,RGS7-Gao,GSH fluor,RGS8-Gao reg
CC(C)C(NC(=O)c1ccccc1)C(=O)NCC(c1ccccc1)N(C)C (stereo unspecified),-11,-4,101,0.2,-9,13,3,13,95,14,103
COc1ccc(C(=O)Nc2ccccc2-c2ccccc2)cc1Cl,-16,-2,93,1.7,-8,7,6,7,93,4,86
N/C(=N\S(=O)(=O)c1ccc(Cl)cc1)N1CCOCC1,-8,.,94,.,-2,6,.,29,?,.,98
COc1ccc(OC)c(S(=O)(=O)n2nc(C)cc2C)c1,-7,-2,99,-0.1,-2,33,0,.,100,17,101
O=C(NCc1ccccn1)C1CCCN(S(=O)(=O)c2cccc3nsnc23)C1 (stereo unspecified),-35,-1,94,0.7,-9,8,1,.,95,52,98
CCC(=O)N(Cc1ccco1)Cc1cc2cccc(C)c2n2nnnc12,-11,0,99,0.9,2,10,7,-2,95,23,100
CC1=C(C(=O)Nc2ccccc2)C(c2cc(CN3CCOCC3)cs2)C2=C(CCCC2=O)N1 (stereo unspecified),-33,0,104,-0.2,6,9,-4,-14,103,10,101
C/C(=N\NC(=O)c1ccccc1)c1ccc(-n2ccnc2)cc1,-5,-6,100,0.7,8,13,19,.,104,19,103
COc1cc(CC(=O)OCC(=O)Nc2ccc(N3CCOCC3)cc2)cc(OC)c1OC,-28,-4,103,0.4,6,10,2,-19,102,17,102
CCCc1[nH]n(-c2ccc(F)cc2)c(=O)c1C=NCC1CCCO1 (stereo unspecified),-3,-3,94,0.0,15,6,1,.,93,19,96
COc1cc2c(cc1OC)CN(Cc1cc(=O)oc3cc(C)c(C)cc13)CC2,15,-4,99,1.3,-1,11,10,-14,105,11,101
Cn1c(=O)[nH]c(=O)c2c1nc(NCc1ccco1)n2CCCc1ccccc1,-7,-2,102,0.7,6,15,6,.,110,17,104
COc1ccc(NC(=O)N2CCc3ccccc32)cc1,2,-4,100,-0.6,17,8,3,22,102,44,99
COc1cc([C@H]2[C@@H]3CCCC[C@]3(O)CCN2CC(=O)Nc2ccc(C)cc2C)ccc1O,-35,-2,103,1.0,9,10,3,-25,101,25,102
O=C(NCCNC1CCC(c2ccccc2)CC1)c1cccs1 (stereo unspecified),12,-2,103,0.2,9,8,1,4,102,16,125
COc1ccc(N(C)S(=O)(=O)c2cccc3nsnc23)cc1,-11,-1,104,0.3,5,10,0,23,104,14,101
Cc1nn(C)cc1C(=O)Nc1ccccc1Br,-9,0,100,0.4,13,2,9,-5,104,7,94
Cn1cc([N+](=O)[O-])c(C(=O)N/N=C/c2cc3c(cc2Br)OCO3)n1,-15,1,103,0.6,10,12,8,-27,103,25,102
